Source: PubChem BioAssay (several laboratories)
Dynein cargo inh: dynein cargo transport inhibition; hit rate 0.47% among 220,000; z-score, hits read low; AID 1381; 3617.4 mouse cells, GR-EGFP nuclear translocation imaging; test concentration mostly 20 µM; stimulated with dexamethasone, 1 µM; stronger effect = lower value;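 active = plate z-score of nuclear minus cytoplasmic receptor signal below a set negative limit, without overly bright fluorescence or cell loss, cut at about -3.5 in these data, passing the limit was not always enough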;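 also: z-score of nuclear minus cytoplasmic ring GR-EGFP intensity difference per well; some compounds called inactive have numbers as strong as hits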
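Also added – dexamethasone, 1.0 µM final · Buffer or medium – tet-free, stripped-serum medium · Schedule – induction 48 h, compound 1 h, agonist 30 min · Detection – formaldehyde fixation, Hoechst nuclear stain, 10x automated fluorescence imaging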
Lipid droplet: hepatic lipid droplet formation modulation. AML12 mouse hepatocytes, oleate lipid droplets, BODIPY imaging. inhibition, % at 6.5 µM. hit rate 0.4% among 240,000. AID 1656;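 active = lipid droplet intensity inhibited by at least 50%, with more than 500 cells counted; inconclusive = wells with under 300 cells, treated as cytotoxic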
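Assay system: AML12 mouse liver cells | Compound: 6.5 µM single-point dosing | Schedule: Overnight exposure | Technique: Fluorescence imaging, 20x objective, two fields per well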
Insulin prom up: MIN6 insulin promoter up-regulation. MIN6 insulin promoter-GFP reporter, high-content imaging; stronger effect = higher value. z-score at 5 µM. AID 1625. hit rate 0.3% among 190,000;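 active = z-score above 3 at 5 µM with at least 500 cells counted in the well; inconclusive = wells under 500 cells, flagged as cytotoxic or low count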
P. falciparum M17LAP: P. falciparum M17LAP inhibitors, primary screen, biochemical, fluorogenic H-Leu-NHMec substrate, 1536-well (AID 1619); hit rate 0.38% among 220,000; inhibition, % at 30 µM, or IC50 in µM where a hit was titrated; recombinant M17LAP, H-Leu-NHMec fluorogenic kinetic assay; higher % means a stronger effect;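 active = compound inhibiting the enzyme by more than half at any dose during confirmatory dose-response retesting; inconclusive = strong single-dose inhibitors picked by rank but not retested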;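 also: plate controls were full reaction with DMSO carrier for no effect and no enzyme background for full effect; strong numbers were not always called active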
MT stabilizer: microtubule stabilization, imaging screen | HeLa tubulin immunostaining HCS, 24 h; share of cells brighter than vehicle mean+2SD | % tubulin-high responders, % at 10 µM | hit rate 0.83% among 200,000;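 active = plate Z-score above 3 for both tubulin-high and condensed-nucleus cell shares, with cell loss under 80%, at 10 µM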;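 also: anti alpha tubulin signal scored within the nucleus-defined area of each cell; some results filed as inactive read as strong as hits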
Yfh1-off respiration: mitochondrial function rescue without frataxin homolog – Friedreich's ataxia, plus single-dose screen, dose response (AID 1465); S. cerevisiae Yfh1-off respiration, WST-1 reduction, 72 h; higher fold induction means a stronger effect; fold induction at 50 µM, or EC50 in µM where a hit was titrated; hit rate 0.074% among 220,000;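 active = fold induction of absorbance versus untreated yeast above a set limit, then at least 30% activation at any dose in follow-up; inconclusive = repeats straddling the limit, or above it without dose testing; inactive = fold induction below the set limit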;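 also: activators that raise dye reduction in frataxin-depleted yeast; strong numbers were not always called active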
CSM14.1 death rescue: protection against thapsigargin-triggered cell killing – 384-well, CSM14.1, ATP luminescence, primary screen (AID 1222) | CSM14.1 thapsigargin-induced death rescue, ATP luminescence; higher % means a stronger effect | cellular ATP content (survival), % at 20 µM; hits with a dose series show EC50 in µM | 190,000 tested, under 10 active;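 active = EC50 below 50 µM in the dose-response confirmation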;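 also: death triggered by thapsigargin at about 15 µM added after 2 h compound pretreatment; cell ATP read after overnight thapsigargin exposure of roughly 18 to 22 hours; normalized against plate controls of thapsigargin alone and 5% DMSO vehicle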
Autophagy mod: autophagy modulation, high-content screen; MEF GFP-LC3 puncta imaging; test concentration mostly 10 µM; hit rate 0.98% among 190,000; AID 463193; calls only at 10 µM (by protocol);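 active = percentage of spot-positive cells more than 3 SD above its plate mean, without a fluorescence outlier flag or 80% toxicity; inconclusive = no clear call, values can overlap the other calls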;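 also: spot-positive cell cutoff set from DMSO-treated cells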
P. falciparum M1AAP: malaria alanyl aminopeptidase activity blockers – biochemical, fluorogenic H-Leu-NHMec substrate, 1536-well (AID 1445) | hit rate 0.42% among 220,000 | inhibition, % at 30 µM; hits with a dose series show IC50 in µM | recombinant M1AAP, H-Leu-NHMec fluorogenic kinetic assay; higher % means a stronger effect;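 active = primary inhibition above the hit cutoff, then over 50% inhibition at one or more dose response concentrations, cut at about 23% in these data, passing the limit was not always enough; inconclusive = conflicting primary data, or primary hits not chosen for dose response; inactive = low primary inhibition, or under 50% at every dose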;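 also: plate controls were DMSO full reaction for no effect and no enzyme background for full effect; strong numbers were not always called active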
Dynein cargo inh cytoplasmic EGFP: also measured in Dynein cargo inh; calls as there; z-score; measured here: cytoplasmic GR-EGFP intensity; stronger effect = higher value
Dynein cargo inh nuclear GR-EGFP: also measured in Dynein cargo inh; calls as there; z-score; measured here: nuclear GR-EGFP intensity;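 lower value marks the stronger effect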
Dynein cargo inh cell count: recorded beside Dynein cargo inh, whose call it bears; z-score; measured here: cell count per field
Insulin prom up cell count: second read-out of Insulin prom up, no call of its own (marks repeat the call); cell count; measured here: cytotoxicity, nuclei count;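 total cells summed across four imaged fields per well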
Lipid droplet cells 6.5 µM: also measured in Lipid droplet; calls as there; cell count; measured here: cell count, cytotoxicity flag;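 cells counted across two imaged fields per well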
MT stabilizer Hoechst-high %: recorded beside MT stabilizer, whose call it bears; % Hoechst-high responders; measured here: nuclear condensation Hoechst responders;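 share of cells brighter than vehicle mean plus two SD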
MT stabilizer cytotoxicity %: second read-out of MT stabilizer, no call of its own (marks repeat the call); toxicity, %; measured here: cytotoxicity by cell density;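 0% = mean cell density of plate MIN control wells and 100% = no cells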
Autophagy mod cell loss 18 h: second read-out of Autophagy mod, no call of its own (marks repeat the call); toxicity, %; measured here: cell loss, nuclei count;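 cell loss after 18 h compound exposure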
* hit, by the source's call; i = inactive; u = inconclusive; x = not tested or not shown; + = active, no number.

SMILES | Dynein cargo inh | Dynein cargo inh cytoplasmic EGFP | Dynein cargo inh nuclear GR-EGFP | Dynein cargo inh cell count | Lipid droplet | Lipid droplet cells 6.5 µM | Insulin prom up | Insulin prom up cell count | P. falciparum M17LAP | MT stabilizer | MT stabilizer Hoechst-high % | MT stabilizer cytotoxicity % | Yfh1-off respiration | CSM14.1 death rescue | Autophagy mod | Autophagy mod cell loss 18 h | P. falciparum M1AAP
O=C(/C=C/c1ccc(O)cc1)OCc1occc(=O)c1O[C@@H]1OC(CO)[C@@H](O)[C@H](O)[C@@H]1O (some centres undefined) | 0.54 | -0.28 | 0.57 | 0.25 | 8 | 743 | -0.39 | 721 | 7% | 1.9 | 2.3 | 4.4 | i | -4.0% | i | 11 | -4%
CCOC(=O)Cc1cnc(NC(=O)CSc2nc(C)c(CC)c(=O)[nH]2)s1 | -0.35 | -0.3 | -0.055 | 0.45 | 5 | 708 | 0.13 | 1309 | 5% | 2.8 | 3.3 | 6.0 | i | 4.9% | i | -1 | 0%
CC1(C)CC(=O)C2=C(C1)N(Cc1cccnc1)C(=O)C2(NC(=O)c1ccc(F)cc1)C(F)(F)F (centres undefined) | 1.7 | -0.15 | 0.88 | -0.77 | x | x | 1.5 | 1179 | -6% | 3.1 | 0.8 | 5.4 | i | -1.6% | i | 0 | -3%
Cc1cccn2c(=O)c3cc(C(=O)N4CCN(C(=O)c5ccco5)CC4)n(C)c3nc12 | -0.19 | -0.14 | 0.053 | 0.64 | x | x | -0.2 | 1742 | -54% | 4.7 | 1.0 | 1.7 | x | 9.5% | i | 4 | 3%
COC(=O)CCC(=O)NS(=O)(=O)c1ccc(N=NN2CCOCC2)cc1 | -0.5 | -0.27 | 0.21 | -0.49 | 7 | 708 | -0.33 | 1445 | 15% | 2.6 | 2.0 | 5.1 | i | 3.8% | i | -5 | 15%
Cn1cc(/C=N/NC(=O)c2ccc(C#N)cc2F)c2ccccc21 | 0.12 | -0.28 | 0.57 | -0.17 | -7 | 642 | 0.07 | 1488 | 0% | 6.1 | 1.7 | 5.5 | i | -1.2% | i | 8 | 7%
COC(=O)CSc1nc(-c2ccccc2)nc2ccccc12 | -0.52 | -0.3 | -0.27 | 0.34 | 9 | 661 | 0.63 | 1371 | -2% | 1.6 | 1.5 | 7.9 | i | -1.3% | i | 5 | -1%
CCn1c(CN2C(=O)CSc3ccccc32)n[nH]c1=S | 1 | -0.31 | 0.43 | -0.06 | -16 | 686 | 0.15 | 1138 | 0% | x | x | x | i | x | x | x | 3%
O=[N+]([O-])c1ccc(CN2CCCCCC2)s1 | -0.38 | -0.19 | -0.29 | -0.11 | 8 | 562 | 1.2 | 1394 | 6% | 5.0 | 2.8 | 8.6 | i | -2.1% | i | 8 | -2%
COc1ccc(Cn2nnnc2CN2CCC(O)(c3ccccc3F)CC2)cc1 | -0.47 | -0.36 | -0.12 | 1.1 | 3 | 678 | -0.51 | 1570 | 27% | 1.9 | 2.0 | 8.1 | i | -1.5% | i | -9 | 11%
CCN(CC)C(=O)c1cc2c(=O)n3ccccc3nc2s1 | 0.75 | -0.19 | 0.67 | 0.047 | x | x | -0.78 | 802 | -119% | 5.6 | 2.1 | 6.0 | i | -1.8% | i | 3 | 16%
CC(C)c1ccc(-c2cc(C(=O)N3N=C(C(F)F)CC3(O)C(F)F)c3ccccc3n2)cc1 (centres undefined) | -0.88 | 0.035 | -0.17 | 0.32 | -10 | 796 | -0.25 | 735 | 0% | 2.7 | 2.9 | 9.5 | i | -5.4% | i | 5 | 5%
C/C(=N\O)c1cc(Cl)cc(Cl)c1O | 0.58 | -0.19 | 0.28 | -0.65 | 26 | 715 | -1.3 | 1315 | 5% | x | x | x | i | x | x | x | 10%
COc1ccc(Cc2c(O)nc(SC)n(C(C)=O)c2=O)cc1 | 1.8 | 0.11 | 1.7 | -1.9 | 12 | 839 | 0.13 | 811 | -2% | 4.3 | 3.1 | 9.6 | i | 0.6% | i | 8 | -6%
CCOC(=O)C1CCN(c2c(NCCCN(CC)c3ccccc3)c(=O)c2=O)CC1 | 0.056 | -0.24 | 0.14 | -0.028 | -14 | 593 | 0.06 | 1449 | 10% | 2.5 | 0.5 | 36 | i | -3.0% | i | 1 | 6%
CS(=O)(=O)N(CC(=O)Nc1ccc(S(=O)(=O)N2CCOCC2)cc1)c1ccccc1Br | -0.6 | -0.21 | -0.51 | -0.013 | -6 | 768 | x | x | 4% | 2.4 | 3.6 | 7.3 | i | 0.2% | i | 10 | 5%
O=C1C2C(c3ccccc3)=NN(c3ccccc3)C2C(=O)N1c1ccccc1 (centres undefined) | -0.56 | -0.3 | -0.62 | 0.81 | 4 | 634 | 0.48 | 1327 | -25% | 1.3 | 2.6 | 6.0 | i | 0.7% | i | -7 | u
COCCCNC(=O)c1ccc2c(c1)ncn2-c1ccccc1OC | 2.3 | -0.23 | 1.7 | -1.1 | 1 | 545 | 0.88 | 961 | 1% | 5.1 | 4.0 | 4.5 | i | x | i | 23 | 0%
COc1cc(OC)cc(C(=O)Nc2ncc3c(n2)CC(C)CC3=O)c1 (centres undefined) | -0.72 | -0.32 | -0.55 | 1.2 | x | x | -0.27 | 1190 | x | 4.4 | 3.1 | 4.1 | i | 0.3% | i | 8 | x
Clc1cccc(-c2ccc(/C=N/n3cnnc3)o2)c1Cl | 0.76 | -0.21 | 0.11 | -0.55 | 5 | 771 | 0.04 | 980 | 14% | 3.8 | 3.8 | 15 | i | -0.9% | i | -6 | -4%
O=C(COC(=O)COc1ccccc1[N+](=O)[O-])Nc1ccc(S(=O)(=O)N2CCCCC2)cc1 | -1.5 | 1.7 | -0.36 | 1.5 | 8 | 866 | x | x | -1% | 1.8 | 1.4 | 7.9 | i | -0.6% | i | -1 | 5%
Cn1cnnc1SCc1ccccc1Br | -0.58 | -0.073 | 0.0049 | 0.4 | 9 | 755 | 0.28 | 901 | -1% | 3.1 | 1.7 | 6.1 | i | 1.6% | i | -11 | -4%
C=CCn1c(SCC(=O)c2ccc(OC)cc2)nnc1-c1ccc2c(c1)OCO2 | -0.85 | -0.29 | 0.12 | 1.2 | -4 | 770 | -0.63 | 1263 | 11% | 2.3 | 1.5 | 9.4 | i | 2.8% | i | 16 | -2%
COc1ccc(CCNS(=O)(=O)c2ccc(Cl)s2)cc1OC | -0.69 | -0.2 | -0.59 | -0.02 | x | x | -0.06 | 1581 | 5% | 3.3 | 1.1 | 5.1 | x | -0.3% | i | 4 | 7%
CC(=O)Nc1ccc(S(=O)(=O)N2CCN(C34CC5CC(CC(C5)C3)C4)CC2)cc1 | -0.25 | -0.13 | 0.23 | 0.46 | x | x | 0.69 | 1386 | 4% | 3.3 | 2.3 | 15 | i | -1.5% | i | 0 | -4%
SMILES | Dynein cargo inh | Dynein cargo inh cytoplasmic EGFP | Dynein cargo inh nuclear GR-EGFP | Dynein cargo inh cell count | Lipid droplet | Lipid droplet cells 6.5 µM | Insulin prom up | Insulin prom up cell count | P. falciparum M17LAP | MT stabilizer | MT stabilizer Hoechst-high % | MT stabilizer cytotoxicity % | Yfh1-off respiration | CSM14.1 death rescue | Autophagy mod | Autophagy mod cell loss 18 h | P. falciparum M1AAP
COc1cc(/C=N/Nc2nc(Nc3ccccc3)nc(-n3nc(C)cc3C)n2)cc(OC)c1OC | -0.45 | -0.17 | -0.16 | 0.23 | -5 | 469 | x | x | -1% | 5.2 | 3.5 | 22 | i | -3.7% | + | 23* | -10%
O=c1[nH]c(SCc2ccccc2)nc2ccsc12 | -0.014 | 0.41 | 0.057 | 1.6 | -14 | 686 | 0.43 | 1323 | 2% | 7.5 | 1.0 | 8.6 | i | -2.2% | i | -2 | 2%
COc1ccc2cc(C(c3nnnn3C3CCCC3)N3CCc4ccccc4C3)c(=O)[nH]c2c1 (centres undefined) | -0.94 | -0.18 | -0.33 | 0.6 | x | x | 0.02 | 1164 | 1% | 2.4 | 0.7 | 4.0 | i | 2.6% | i | 7 | 2%
Nc1cccc2c1C(=O)N(CC(=O)NC13CC4CC(CC(C4)C1)C3)C2=O | 0.51 | 0.63 | 0.62 | -0.38 | 2 | 638 | -0.47 | 1379 | 0% | 5.0 | 2.2 | 5.4 | i | 0.0% | i | -2 | 13%
COc1ccc(S(=O)(=O)Nc2cccc(N(C)S(C)(=O)=O)c2)cc1C | 1.1 | -0.061 | 0.41 | -0.7 | 6 | 707 | 0.02 | 1424 | -4% | 4.9 | 2.2 | 1.5 | i | 1.0% | i | 10 | 2%
COCCCNC(=O)Cn1nnc(-c2ccc(NC(=O)c3ccccc3F)cc2)n1 | -0.035 | -0.16 | -0.018 | 0.14 | -77 | 772 | -0.07 | 1081 | -2% | 4.2 | 2.2 | 5.4 | i | 1.1% | i | -2 | 1%
CCOc1cc(C(=O)Nn2cnnc2)cc(OCC)c1OCC | -0.52 | -0.12 | -0.15 | -0.11 | 11 | 650 | 0.49 | 1500 | -2% | 2.6 | 3.0 | 6.7 | i | -1.5% | i | 7 | 7%
COC(OC)c1ccnc(-c2ccc(OC(=O)c3cccs3)cc2)n1 | -0.52 | -0.2 | -0.24 | 0.42 | 0 | 705 | -0.67 | 1044 | 3% | 6.6 | 1.9 | 7.8 | i | x | i | 1 | 14%
